FadD28 FP inh = inhibitors of Mycobacterium tuberculosis FadD28 bisubstrate binding | FadD28 bisubstrate probe binding, fluorescence polarization | inhibition, % at 12.5 µM | 0.22% of 360,000 active | AID 588549; in the data active = inhibition above about 8.5%, passing the limit was not always enough; inconclusive = no clear call, values can overlap the other calls
Mtb FBA inh = inhibits M. tuberculosis FBA enzyme; 2.3% of 360,000 active; P9WQA3; purified M. tuberculosis FBA, fluorescence read-out; inhibition, % at 1 µM; in the data active = inhibition above about 27%;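 note: 0% = vehicle and 100% = reference inhibitor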
Target sequence (P9WQA3 whole entry, looked up): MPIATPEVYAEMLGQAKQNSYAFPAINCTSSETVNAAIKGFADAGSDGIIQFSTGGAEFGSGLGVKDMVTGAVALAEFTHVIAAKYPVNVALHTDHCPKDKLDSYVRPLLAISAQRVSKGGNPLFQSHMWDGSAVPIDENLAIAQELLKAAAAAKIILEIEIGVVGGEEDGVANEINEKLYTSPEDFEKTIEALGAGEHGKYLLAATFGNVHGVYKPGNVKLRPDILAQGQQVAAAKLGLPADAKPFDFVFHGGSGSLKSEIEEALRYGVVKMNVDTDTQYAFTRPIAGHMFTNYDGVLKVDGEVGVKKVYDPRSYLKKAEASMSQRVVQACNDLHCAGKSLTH
GDH-TPI inh = counter-screen for M. tuberculosis FBA inhibitors: GDH-TPI coupled enzymes. GDH-TPI coupled enzyme counterscreen, NADH absorbance. inhibition, % at 4.8 µM. 1.2% of 360,000 active. AID 588335;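 note: 0% = DMSO wells and 100% = wells lacking the enzyme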
BoNT F protease = inhibitors of Botulinum neurotoxin F light chain protease; inhibition, % at 10 µM; 0.22% of 360,000 active; Multiplex microsphere protease cleavage assay, flow cytometry; AID 588497; in the data active = inhibition above about 35%, passing the limit was not always enough; inconclusive = no clear call, values can overlap the other calls; note: plate controls were buffer without enzyme for full effect and enzyme alone for no effect
Mtb BioA inh = inhibitors of Mycobacterium tuberculosis BioA enzyme; inhibition, % at 9.99 µM; AID 602481; 0.096% of 360,000 active; purified M. tuberculosis BioA enzyme, plate reader; in the data active = inhibition above about 40%; inconclusive = no clear call, values can overlap the other calls
UGM FP inh = blocks M. tuberculosis UGM enzyme | inhibition, % at 10 µM | AID 504406 | P9WIQ1 | 0.06% of 320,000 active | purified UGM, fluorescence polarization probe displacement; in the data active = inhibition above about 10%, passing the limit was not always enough; inconclusive = no clear call, values can overlap the other calls
MazF activator = activators of E. coli MazEF toxin-antitoxin RNase. P0AE70. FAM/BHQ RNA-DNA oligo cleavage fluorescence, 5 h. activation, % at 20 µM. 0.32% of 350,000 active; in the data active = activation above about 50%
Target sequence (P0AE70 whole entry, looked up): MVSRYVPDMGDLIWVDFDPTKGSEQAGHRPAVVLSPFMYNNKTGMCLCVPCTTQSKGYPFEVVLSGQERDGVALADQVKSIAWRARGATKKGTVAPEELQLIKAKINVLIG
CCHF vOTU inh = CCHFV vOTU protease inhibition. Pep-AMC fluorescence. inhibition, % at 11.5 µM. 0.55% of 370,000 active; note: 0% = vehicle wells with enzyme and 100% = no enzyme wells
Rv3671c inh = Rv3671c (M. tuberculosis) protease inhibition; 0.048% of 320,000 active; inhibition, % at 5.96 µM; P9WHR9; in the data active = inhibition above about 38%;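 note: extracellular domain of Rv3671c used as enzyme; 0% = enzyme with DMSO and 100% = no enzyme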
Target sequence (P9WHR9 whole entry, looked up, the tested form may be a part): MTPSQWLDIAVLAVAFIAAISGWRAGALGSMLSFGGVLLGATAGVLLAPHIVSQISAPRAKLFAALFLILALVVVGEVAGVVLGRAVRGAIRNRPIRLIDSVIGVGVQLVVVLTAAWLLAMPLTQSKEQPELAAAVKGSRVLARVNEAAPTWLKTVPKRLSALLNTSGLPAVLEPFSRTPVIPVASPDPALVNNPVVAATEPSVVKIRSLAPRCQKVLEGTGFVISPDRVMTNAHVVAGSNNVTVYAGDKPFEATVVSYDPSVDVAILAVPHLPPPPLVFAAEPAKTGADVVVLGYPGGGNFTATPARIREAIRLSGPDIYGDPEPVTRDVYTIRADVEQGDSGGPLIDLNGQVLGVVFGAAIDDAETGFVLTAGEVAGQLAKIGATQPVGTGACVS
DUSP3 inh = inhibitors of human VHR1 phosphatase (DUSP3) | AID 1654 | P51452 | recombinant VHR phosphatase, pNPP absorbance | inhibition, % at 13.3 µM | 0.52% of 290,000 active; in the data active = inhibition above about 50%; note: some compounds called inactive have numbers as strong as hits
Target sequence (P51452 whole entry, looked up): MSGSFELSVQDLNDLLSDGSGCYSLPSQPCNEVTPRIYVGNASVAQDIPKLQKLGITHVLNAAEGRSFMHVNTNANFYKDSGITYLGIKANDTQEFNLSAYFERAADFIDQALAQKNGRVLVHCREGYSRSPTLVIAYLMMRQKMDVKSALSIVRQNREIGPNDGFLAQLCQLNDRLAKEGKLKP
* hit, by the source's call. Cut-off read from the data, not from the text of the source, unless noted: active = inhibition above about 30%; inactive = the rest.

For Cc1ccc(NS(=O)(=O)c2cccs2)c(C)c1 the results were FadD28 FP inh -0.5, Mtb FBA inh 0, GDH-TPI inh -3, BoNT F protease 10, Mtb BioA inh 1.6, UGM FP inh 2.3, MazF activator 0, CCHF vOTU inh -8, Rv3671c inh -5 and DUSP3 inh -2.
For COc1ccccc1NC(C)C(=O)Nc1ccc(C(C)=O)cc1 (stereo not drawn) the results were FadD28 FP inh -2.5, Mtb FBA inh -6, GDH-TPI inh 9, BoNT F protease 1, UGM FP inh -1.6, MazF activator 8, CCHF vOTU inh 17, Rv3671c inh 9 and DUSP3 inh 8.
CSc1nc2nccc(-c3ccc(Oc4ccccc4)cc3)n2n1 was read as FadD28 FP inh -1.0, Mtb FBA inh 4, GDH-TPI inh 20, BoNT F protease 6, Mtb BioA inh 7.3, UGM FP inh 1.2, MazF activator 8, CCHF vOTU inh -2, Rv3671c inh -2 and DUSP3 inh 0.
For CC1(C)Cc2c(sc3nnn(CC(=O)Nc4ccccc4)c(=O)c23)CO1 the results were FadD28 FP inh 1.9, Mtb FBA inh 5, GDH-TPI inh 24, BoNT F protease inconclusive, Mtb BioA inh -0.9, UGM FP inh 3.0, MazF activator 3, CCHF vOTU inh 0, Rv3671c inh 0 and DUSP3 inh 23.
For COC(=O)c1ccc(C(=O)OC)c(NC(=O)CN2CCC(C)CC2)c1 the results were FadD28 FP inh -0.2, Mtb FBA inh 0, GDH-TPI inh -2, BoNT F protease -2, UGM FP inh -1.5, MazF activator 3, CCHF vOTU inh 2, Rv3671c inh 0 and DUSP3 inh 8.
Screening O=c1[nH]c2ccccc2n1CCC1CCCCC1 returned FadD28 FP inh -2.0, Mtb FBA inh -1, GDH-TPI inh 8, BoNT F protease -2, Mtb BioA inh 1.6, UGM FP inh -1.4, MazF activator -7, Rv3671c inh -3 and DUSP3 inh -4.
For COc1ccc(-n2nnc3c(=O)n(Cc4cc(C)ccc4C)cnc32)cc1 the results were FadD28 FP inh -0.3, Mtb FBA inh 6, GDH-TPI inh 17, BoNT F protease 16, Mtb BioA inh -0.8, UGM FP inh -3.8, MazF activator 3, CCHF vOTU inh -6, Rv3671c inh -6 and DUSP3 inh 12.
`CCN(CC)C(=O)c1sc(NC(=O)Cc2cccs2)c(C#N)c1C` gave FadD28 FP inh -1.8, Mtb FBA inh 5, GDH-TPI inh 11, BoNT F protease -9, Mtb BioA inh 0.4, UGM FP inh -0.7, MazF activator 5, CCHF vOTU inh -2, Rv3671c inh 3 and DUSP3 inh -2.
`COC(=O)C(Cc1ccc(O)cc1)NC(=O)c1ccc2c(c1)OCCO2` (stereo not drawn) gave FadD28 FP inh 1.0, Mtb FBA inh 2, GDH-TPI inh 8, BoNT F protease -2, Mtb BioA inh -0.3, UGM FP inh 0.5, MazF activator 1, CCHF vOTU inh -9, Rv3671c inh 1 and DUSP3 inh 26.
Screening CSc1ccc(/C=N/NC(=O)COc2ccc(Br)cc2Cl)cc1 returned FadD28 FP inh -4.3, Mtb FBA inh 0, GDH-TPI inh 12, BoNT F protease 0, UGM FP inh 2.0, MazF activator -53, CCHF vOTU inh 6, Rv3671c inh 1 and DUSP3 inh -4.
Screening CCN(CC)C(=O)Cn1cc(S(=O)(=O)CC(=O)Nc2ccc(F)cc2)c2ccccc21 returned FadD28 FP inh -0.2, Mtb FBA inh 1, GDH-TPI inh 6, BoNT F protease inconclusive, Mtb BioA inh 0.0, UGM FP inh -0.9, MazF activator -2, CCHF vOTU inh -5, Rv3671c inh 7 and DUSP3 inh 1.
O=C(O)/C=C/C(=O)N(Cc1ccccc1)Cc1ccco1 was read as FadD28 FP inh -3.7, Mtb FBA inh 1, GDH-TPI inh 5, BoNT F protease 0, UGM FP inh 0.6, MazF activator -2, CCHF vOTU inh -1, Rv3671c inh 1 and DUSP3 inh 3.
O=C1NC2(CCCCCC2)C(=O)N1Cc1ccc(F)cc1Cl was read as FadD28 FP inh -2.0, Mtb FBA inh -4, GDH-TPI inh -2, BoNT F protease -3, Mtb BioA inh -1.1, UGM FP inh -1.1, MazF activator 5, CCHF vOTU inh 17, Rv3671c inh 0 and DUSP3 inh 11.
For Cc1ccc(C(=O)NCC(=O)OCC(=O)c2ccc3c(c2)NC(=O)CO3)cc1 the results were FadD28 FP inh -2.9, Mtb FBA inh 2, GDH-TPI inh -3, BoNT F protease 2, UGM FP inh -0.3, MazF activator -5, CCHF vOTU inh 18, Rv3671c inh -2 and DUSP3 inh 14.
Screening CC(C)CCN1C(=O)C2(OCCCO2)c2cc(Cl)ccc21 returned FadD28 FP inh -3.5, Mtb FBA inh -1, GDH-TPI inh -1, BoNT F protease -2, Mtb BioA inh -0.8, UGM FP inh -3.8, MazF activator 1, CCHF vOTU inh -12, Rv3671c inh 8 and DUSP3 inh 13.

Grouped by structure, those above containing an aryl thioether with sulfur outside any ring (two)
CSc1nc2nccc(-c3ccc(Oc4ccccc4)cc3)n2n1 was read as FadD28 FP inh -1.0, Mtb FBA inh 4, GDH-TPI inh 20, BoNT F protease 6, Mtb BioA inh 7.3, UGM FP inh 1.2, MazF activator 8, CCHF vOTU inh -2, Rv3671c inh -2 and DUSP3 inh 0.
Screening CSc1ccc(/C=N/NC(=O)COc2ccc(Br)cc2Cl)cc1 returned FadD28 FP inh -4.3, Mtb FBA inh 0, GDH-TPI inh 12, BoNT F protease 0, UGM FP inh 2.0, MazF activator -53, CCHF vOTU inh 6, Rv3671c inh 1 and DUSP3 inh -4.

Returning to the listing, repeating the 2 entries before the break.
For Cc1ccc(C(=O)NCC(=O)OCC(=O)c2ccc3c(c2)NC(=O)CO3)cc1 the results were FadD28 FP inh -2.9, Mtb FBA inh 2, GDH-TPI inh -3, BoNT F protease 2, UGM FP inh -0.3, MazF activator -5, CCHF vOTU inh 18, Rv3671c inh -2 and DUSP3 inh 14.
Screening CC(C)CCN1C(=O)C2(OCCCO2)c2cc(Cl)ccc21 returned FadD28 FP inh -3.5, Mtb FBA inh -1, GDH-TPI inh -1, BoNT F protease -2, Mtb BioA inh -0.8, UGM FP inh -3.8, MazF activator 1, CCHF vOTU inh -12, Rv3671c inh 8 and DUSP3 inh 13.
`Cc1nc2ncnn2c(N2CCN(C(c3ccccc3)c3ccccc3)CC2)c1C` gave FadD28 FP inh -4.3, Mtb FBA inh 0, GDH-TPI inh 7, BoNT F protease 0, Mtb BioA inh 3.1, UGM FP inh -1.9, MazF activator -1, CCHF vOTU inh 5, Rv3671c inh -8 and DUSP3 inh 28.
For O=C(N/N=C/c1cc([N+](=O)[O-])ccc1Cl)c1cc(-c2ccccc2)nc2ccccc12 the results were FadD28 FP inh -0.6, Mtb FBA inh -2, GDH-TPI inh 8, BoNT F protease -14, UGM FP inh 0.4, MazF activator -1, CCHF vOTU inh 10, Rv3671c inh -9 and DUSP3 inh 7.
CCOC(=O)C1=C(C)NC2=C(C(=O)CC(c3ccc(OC)c(OC)c3)C2)C1c1ccc(C)o1 (stereo not drawn) was read as FadD28 FP inh -0.9, Mtb FBA inh -1, GDH-TPI inh 7, BoNT F protease -8, Mtb BioA inh 10, UGM FP inh 2.8, MazF activator 1, CCHF vOTU inh -15, Rv3671c inh 0 and DUSP3 inh 14.
`O=C(NC(Cc1ccccc1)C(=O)O)C1CCCCC1` (stereo not drawn) gave FadD28 FP inh 0.1, Mtb FBA inh 1, GDH-TPI inh -3, BoNT F protease -9, Mtb BioA inh -6.5, UGM FP inh -0.4, MazF activator 4, CCHF vOTU inh 4, Rv3671c inh 5 and DUSP3 inh 32.
CC(=O)Nc1ccc(S(=O)(=O)N2CCN(C(=O)c3ncoc3-c3ccccc3C)CC2)cc1 was read as FadD28 FP inh 0.4, Mtb FBA inh 0, GDH-TPI inh -4, BoNT F protease -11, Mtb BioA inh -1.6, UGM FP inh -0.8, MazF activator 5, CCHF vOTU inh -2, Rv3671c inh -4 and DUSP3 inh -3.
Screening CCOC(=O)C1(CC)NC(c2ccco2)C2C(=O)N(c3ccc(C)cc3)C(=O)C21 (stereo not drawn) returned FadD28 FP inh -2.1, Mtb FBA inh -5, GDH-TPI inh -2, BoNT F protease -8, UGM FP inh 2.4, MazF activator -5, CCHF vOTU inh 24, Rv3671c inh 3 and DUSP3 inh -6.
CCc1ccc(CNC(=O)Cn2nc(-c3ccccc3)ccc2=O)cc1 was read as FadD28 FP inh -0.9, Mtb FBA inh 2, GDH-TPI inh 13, BoNT F protease -4, UGM FP inh -0.4, MazF activator -2, CCHF vOTU inh -3, Rv3671c inh -3 and DUSP3 inh 16.
For O=C(O)CCCn1cc(NC(=O)c2cc(F)c(F)cc2Cl)cn1 the results were FadD28 FP inh 1.1, Mtb FBA inh -3, GDH-TPI inh -6, BoNT F protease 0, UGM FP inh -1.1, MazF activator -25, CCHF vOTU inh 14, Rv3671c inh -6 and DUSP3 inh 11.
CC1CCCCC1NC(=O)COC(=O)CNC(=O)c1cccc(F)c1 (stereo not drawn) was read as FadD28 FP inh -3.1, Mtb FBA inh 0, GDH-TPI inh -7, BoNT F protease 4, UGM FP inh 3.2, MazF activator 5, CCHF vOTU inh 1, Rv3671c inh -5 and DUSP3 inh -6.
`CSCCC1C(=O)OC2(C)CC(C)(C)NC(=S)N12` (stereo not drawn) gave FadD28 FP inh -1.6, Mtb FBA inh -3, GDH-TPI inh -5, BoNT F protease 3, Mtb BioA inh 1.3, UGM FP inh 0.4, MazF activator -3, CCHF vOTU inh 6, Rv3671c inh -8 and DUSP3 inh 49.
For CCC(C(=O)Nc1cc(C(=O)Nc2cc(C)ccn2)ccc1Cl)c1ccccc1 (stereo not drawn) the results were FadD28 FP inh -3.2, Mtb FBA inh -1, GDH-TPI inh 3, BoNT F protease -8, UGM FP inh 0.4, MazF activator 1, CCHF vOTU inh 1, Rv3671c inh -11 and DUSP3 inh 7.
`CCN(Cc1ccccc1)S(=O)(=O)CCNC(=O)c1ccccc1` gave FadD28 FP inh -4.3, Mtb FBA inh -1, GDH-TPI inh -1, BoNT F protease -13, Mtb BioA inh 1.6, UGM FP inh -0.5, MazF activator -2, CCHF vOTU inh 2 and Rv3671c inh -1.
Screening COc1ccc(NS(=O)(=O)c2cc(C(=O)N3CCN(C(C)=O)CC3)ccc2Cl)cc1 returned FadD28 FP inh -2.0, Mtb FBA inh -5, GDH-TPI inh 0, BoNT F protease -5, UGM FP inh 0.9, MazF activator -12, CCHF vOTU inh -7, Rv3671c inh 5 and DUSP3 inh 13.
`COc1ccc(-c2nc(NC(=O)c3ccccc3)sc2-c2ccc([N+](=O)[O-])cc2)cc1` gave FadD28 FP inh -3.0, Mtb FBA inh 0, GDH-TPI inh 4, BoNT F protease 11, Mtb BioA inh -1.4, UGM FP inh 1.5, MazF activator 4, CCHF vOTU inh 11, Rv3671c inh -16 and DUSP3 inh 23.
`CC1(C)CC(=O)C(C=Nc2ccc(NC3=C(C#N)C(=O)CC(C)(C)C3)cc2)=C(O)C1` gave FadD28 FP inh -2.9, Mtb FBA inh -3, GDH-TPI inh 17, BoNT F protease -3, Mtb BioA inh 0.2, UGM FP inh -0.3, MazF activator 4, CCHF vOTU inh -3, Rv3671c inh 2 and DUSP3 inh -6.
`[O-]/C(=C(\C(=S)Nc1ccc(Cl)cc1)[n+]1ccccc1)c1ccc(OC(F)F)cc1` gave FadD28 FP inh -5.2, Mtb FBA inh 0, GDH-TPI inh 1, BoNT F protease -4, UGM FP inh 2.6, MazF activator 11, CCHF vOTU inh 1, Rv3671c inh 0 and DUSP3 inh 13.
For CCC/C=C1/CCCOC(C(=O)NCc2cc(C)n(C)n2)(C(F)(F)F)C1 (stereo not drawn) the results were FadD28 FP inh -0.4, Mtb FBA inh 2, GDH-TPI inh 10, BoNT F protease 6, Mtb BioA inh 1.0, UGM FP inh 0.8, MazF activator 0, CCHF vOTU inh -8 and Rv3671c inh 6.
CCc1c(C)[nH]c(C(=O)OCc2ccccc2)c1C was read as FadD28 FP inh -2.3, Mtb FBA inh -2, GDH-TPI inh 7, BoNT F protease -8, Mtb BioA inh 1.2, MazF activator 1, CCHF vOTU inh 5 and DUSP3 inh -9.
`O=C(O)c1cccc(S(=O)(=O)N2CCN(C(c3ccccc3)c3ccccc3)CC2)c1` gave FadD28 FP inh -12, Mtb FBA inh 0, GDH-TPI inh 5, BoNT F protease -6, UGM FP inh 0.6, MazF activator 7, CCHF vOTU inh 0, Rv3671c inh -2 and DUSP3 inh 44.
